# Assay outcomes from PubChem.
# TGFb inhibitor: qHTS for Inhibitors of TGF-b. 410,000 tested, 1.2% active. HepG2 CAGA-GFP TGF-b/SMAD3 reporter, GFP fluorescence, 18 h; TGF-beta stimulated, 500 pg/mL final. AID 588855, 2011. Potency, µM (highest dose often 46.1 µM), for the others: at the top dose activity, negative = inhibition, usual class: inhibitors; note: nearly all actives have a fitted effect of over 65% in size
#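 Inhibition was scored as loss of TGF-beta-induced (500 pg/mL final, 18 hours, 37 degrees C) GFP in HEPG2 cells carrying a CAGA-GFP reporter, in DMEM with 1% FBS. Well GFP was summed per cell; Activity was normalised to unstimulated and stimulated DMSO wells, then concentration-response fitting.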
# MmCpn inh: Inhibitors of TCP-1 ring complex (TRiC) of Methanococcus maripaludis (MmCpn): qHTS. 330,000 tested, 0.031% active. purified Mm-Cpn ATPase, ADP Transcreener TR-FRET. Potency, µM (doses to about 76.9 µM), for the others: at the top dose activity, negative = inhibition, hits mostly inhibitors. AID 504842, 2011; note: nearly all actives have a fitted effect of over 80% in size
#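 Purified archaeal chaperonin (25 nM final) was preincubated with compound for 10 min at 37°C, then ATP (10 uM final) was added for 30 min at 37°C in Tris pH 7.4/KCl/MgCl2/DTT buffer. ADP was quantified by HTRF Transcreener TR-FRET.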
# The depositor's hits bear a star; ? = inconclusive; · = no result given; [ ] = remark or other dose. Calls come from the whole dose curve; as a rule, active = well fitted curve in the direction sought with a large enough effect; inconclusive = small, poorly fitted or top-dose-only effect, or another doubt; inactive = no such curve, though single readings can be large; an effect the other way counts as inactive or inconclusive. % is set by controls: 0 for no effect and ±100 for the full control effect; potency is the fitted concentration of half-maximal effect. These rows are one share of the data; count on the stated rates, not on these rows.
SMILES,TGFb inhibitor,MmCpn inh
O=C(CSc1nc(C2CC2)nc2ccccc12)NCc1ccc2c(c1)OCO2,·,0.6%
CC1CCCC(NC(=O)c2cn(C)c3ccc(S(=O)(=O)N4CCCC4)cc3c2=O)C1C (stereo unspecified),·,-0.6%
COc1cc(/C=C2\SC(=S)NC2=O)ccc1OS(=O)(=O)c1ccccc1,·,-0.9%
Cc1ccc(-c2ccc(SCC(=O)N3CCCc4ccccc43)nn2)cc1,·,-0.6%
CCCCNC(=O)Oc1c(Br)cc2sc(=O)oc2c1Br,·,1.5%
COc1cccc(CNC(=O)CCCCCn2c(=S)[nH]c3ccc(N4CCOCC4)cc3c2=O)c1,·,-2.7%
Cn1c(=O)c2c(nc(Br)n2Cc2c(F)cccc2Cl)n(C)c1=O,·,1.6%
CCOc1ncccc1C(=O)OCC(=O)Nc1cc(C(=O)OC)ccc1C(=O)OC,·,-1.0%
Cc1cc(C)c(C)c(C(=O)CSc2nnc(C)c(=O)[nH]2)c1C,·,2.3%
COc1cc(NS(=O)(=O)c2ccc(F)cc2)c(OC)cc1NC(=O)C1CC1,·,-0.3%
CC(=O)Nc1cccc(-c2nnc3c4ccccc4c(C)nn23)c1,·,-1.1%
O=C(O)CCCNc1cc(N2CCC3(CC2)OCCO3)c2noc3c2c1C(=O)c1ccccc1-3,·,?
CCOC(=O)c1cn(-c2nc(-c3ccc(Cl)cc3)cs2)c2c(F)c(N3CC(C)OC(C)C3)c(F)cc2c1=O (stereo unspecified),·,1.1%
CC(C)c1ccccc1NC(=O)COc1ccc2c(=O)c(Oc3ccc4ccccc4c3)coc2c1,·,-9.0%
O=C1CSC(c2ccccc2)N1Cc1ccccc1 (stereo unspecified),·,2.3%
CCNC(=S)N/N=C(\C)c1ccc2ccccc2c1,·,-1.4%
Cc1noc(C)c1CSc1ncnc2sc3c(c12)CCC(C)C3 (stereo unspecified),·,-5.4%
COC(=O)c1cccc(Cn2cc([N+](=O)[O-])cn2)c1,·,0.6%
O=C(CSc1nnc(-c2ccncc2)n1CCc1ccccc1)N1CCCC1,·,-1.1%
CCc1cc2cc3c(cc2nc1SCC(=O)Nc1cc(OC)c(OC)cc1C(=O)O)OCO3,·,0.1%
COC(=O)c1ccc2c(c1)N(Cc1cc(C)ccc1C)C(=O)c1ccccc1S2=O (stereo unspecified),·,-0.8%
N#CC1(c2ccc(NC(=O)c3ccccc3)cc2)CCCC1,·,-2.7%
COc1cc(CCC(=O)N2CCN(c3ccc(N4CCOCC4)nn3)CC2)cc(OC)c1OC,·,1.6%
O=C1NC(Cc2ccccc2)c2nc3cc(F)ccc3c(=O)n2-c2ccc(Cl)cc21 (stereo unspecified),·,-2.6%
CCOC(=O)c1cc(C(=O)c2ccccc2O)cn2c(=O)c3c(C)c(C)sc3nc12,·,1.7%

# In the list so far, 2 contain a thiophene ring, fused or not.
SMILES,TGFb inhibitor,MmCpn inh
Cc1noc(C)c1CSc1ncnc2sc3c(c12)CCC(C)C3 (stereo unspecified),·,-5.4%
CCOC(=O)c1cc(C(=O)c2ccccc2O)cn2c(=O)c3c(C)c(C)sc3nc12,·,1.7%

# Among those listed so far, 2 contain two or more sulfur atoms.
SMILES,TGFb inhibitor,MmCpn inh
COc1cc(/C=C2\SC(=S)NC2=O)ccc1OS(=O)(=O)c1ccccc1,·,-0.9%
Cc1noc(C)c1CSc1ncnc2sc3c(c12)CCC(C)C3 (stereo unspecified),·,-5.4%

# Back to the main list, starting 2 compounds before the break.
SMILES,TGFb inhibitor,MmCpn inh
O=C1NC(Cc2ccccc2)c2nc3cc(F)ccc3c(=O)n2-c2ccc(Cl)cc21 (stereo unspecified),·,-2.6%
CCOC(=O)c1cc(C(=O)c2ccccc2O)cn2c(=O)c3c(C)c(C)sc3nc12,·,1.7%
Cc1cc2cc(CCNC(=O)c3c(-c4ccccc4Cl)noc3C)c(=O)[nH]c2cc1C,·,-1.5%
C#CCOCCOCCOCCNc1nc(N2CCN(C(=O)Cn3cc(CCCCN)nn3)CC2)nc(N2CCN(C(=O)[C@H](C)n3cc(CCCN=C(N)N)nn3)CC2)n1,·,-11.1%
O=C(NC1CCCCC1)OCCN1CCN(Cc2ccccc2)CCC1=O,·,-0.1%
Cc1ccc(CN=C2NC(=O)C(CC(=O)NCCc3ccccc3)S2)cc1 (stereo unspecified),·,1.9%
O=C(CSc1nnc(-c2ccc3c(c2)OCCO3)o1)NC1CCCCC1,·,-1.4%
COc1ccc(CCN(Cc2cc3cc4c(cc3[nH]c2=O)OCO4)C(C)=O)cc1OC,·,0.6%
Cn1c2ccsc2c2cnn(Cc3ccc(F)cc3)c(=O)c21,·,-24.3%
COc1ccc(-n2c(C)nc3sc4c(c3c2=O)CCCC4)cc1,·,-1.2%
CCc1ccc(/C=C2\SC(=S)N(CCC(=O)NC3=NCCS3)C2=O)cc1,·,0.6%
CCn1cc(C(=O)O)c(=O)c2cnc(N3CCN(C(=O)Nc4cccc5ccccc45)CC3)nc21,·,0.4%
CSc1nnc2n(C3CCCCC3)c(=O)c3c4c(sc3n12)CCCC4,·,-2.1%
Cc1cccc(NC(=O)C(=O)NCCCc2ccccc2)c1,·,1.4%
O=c1[nH]c2ccccc2n1CCCN1CCN(C(c2ccccc2)c2ccccc2)CC1,·,-2.5%
Cc1nc(NC2=NCN(CCc3ccccc3)CN2)nc2ccccc12,·,-1.0%
CC(C)Oc1cccc(-c2cc(C(=O)N3CCN(c4ncccn4)CC3)c3ccccc3n2)c1,·,-0.8%
O=C(Cn1c(=O)c(=O)n(Cc2ccccc2)c2ccc(Cl)cc21)Nc1cc(F)ccc1F,·,-5.7%
CC(=O)Nc1ccc(Nc2ncnc3ccccc23)cc1,·,0.4%
O=C(c1cc(COc2ccc3c(c2)CCCC3)on1)N1CCCC1,·,4.0%
O=C(CNC1CCCCCC1)Nc1ccc(N2CCCC2)cc1,·,-2.7%
Cc1sc(CO)c(Sc2ccccc2)c1C(=O)O,·,1.3%
Cn1c(=O)c2c(nc(Oc3ccccn3)n2C)n(C)c1=O,·,0.3%
N#CCOc1ccc2oc(-c3ccco3)cc(=O)c2c1,·,-0.7%
Brc1cccc(/C=N/Nc2nc(N3CCCCC3)nc(N3CCCCC3)n2)c1,·,1.7%
Clc1ccc(-c2nnc3sc(-c4ccco4)nn23)c(Cl)c1,·,1.6%
Cc1ccc(-c2ccc(/C=C(\C#N)C(=O)Nc3cc(C)nn3-c3ccccc3)o2)cc1,·,-10.1%
# (next part)
SMILES,TGFb inhibitor,MmCpn inh
COc1cc(-c2nnc(COC(=O)c3c4c(nc5ccccc35)CCCC4)o2)cc(OC)c1OC,·,-0.4%
Cc1ccnc(NS(=O)(=O)c2ccc3c(c2)CCO3)c1,·,-0.2%
CCOC(=O)CNC(=O)c1cc(C)oc1C,·,-0.6%
CCOc1ccc2[nH]c3c(NCCN(C)C)ncnc3c2c1,·,-10.5%
O=C(NNC(=O)c1ccccc1C(=O)O)c1ccc(-c2ccccc2)cc1,·,-2.0%
O=C(O)C1=CC(=C(c2ccc(O)c(C(=O)O)c2)c2ccc(O)c(C(=O)O)c2)C=CC1=O,·,?
CCN1CCN(CC(=O)Nc2c(C(=O)OC)[nH]c3cccc(Cl)c23)CC1,·,-3.5%
CCCOc1ccc(C(=O)NC(=S)Nc2nc3ccc(C)cc3s2)cc1,·,1.3%
Cc1ccc2c(c1)NC(=O)C(CC(=O)NCCCN1CCN(C3CCCCC3)CC1)O2 (stereo unspecified),·,-1.4%
Cc1c(C(=O)O)sc(S(=O)(=O)N2CCNCC2)c1C(=O)O,·,0.7%
COc1cccc(C(=O)NN2CC(O)=C(c3nc4ccccc4n3C)C2=N)c1,·,-3.1%
CCOc1ccc(C2C=C(c3ccccc3)Nc3ncnn32)cc1 (stereo unspecified),·,-5.5%
COC(=O)[C@@]1(Cc2ccc(F)cc2)[C@H]2c3cc(C(=O)N4CCCC4)n(CCc4ccc(O)c(O)c4)c3C[C@H]2CN1C(=O)c1ccccc1,·,3.2%
Cc1oc(-c2ccc(Cl)cc2)cc1-c1nn2c(-c3ccco3)nnc2s1,·,-1.3%
Cc1csc(NC(=O)c2ccc(C(=O)Nc3nc(C)cs3)cc2)n1,·,0.4%
COC(=O)c1c(N2C(=O)[C@H]3[C@@H](C2=O)[C@]2(C(=O)Nc4ccc(C)cc42)N2CCC[C@@H]32)sc(C)c1C,·,0.8%
Cc1nn(-c2ccccc2)c(Cl)c1/C=N/NC(=O)c1ccc(NS(=O)(=O)c2cccs2)cc1,·,-6.8%
Cc1ccc(Cc2cnc(NC(=O)C3=NCCN3)s2)cc1,·,2.9%
CN(C)c1ccc(/C=N/NC(=O)c2ccc(CN3C(=O)c4cccc5cccc3c45)cc2)cc1,·,-5.1%
Cc1ccc(NC2=NC(c3ccco3)n3c(nc(C)cc3=O)N2)c(C)c1 (stereo unspecified),·,?
Cc1cc2c(c(=O)n1-c1ccccc1)C1O[C@](c3ccsc3)(Cc3cc(C#N)ccc31)O2,·,-3.5%[15.4 µM]
COC(=O)/C=C1\C(=O)N(c2nc3ccc(OC)cc3s2)C(=S)N1c1ccc(F)cc1,·,-0.9%
CC(=O)N1CCN(CC(=O)O)CC1,·,0.8%
CC1=CC(C#N)(C#N)C(C#N)(C#N)C(c2ccccc2)N1 (stereo unspecified),·,-1.7%
O=S(=O)(Nc1cc(Sc2cccc3cccnc23)c(O)c2ccccc12)c1ccccc1,·,2.0%

# Grouped by structure: those above with bromine
SMILES,TGFb inhibitor,MmCpn inh
CCCCNC(=O)Oc1c(Br)cc2sc(=O)oc2c1Br,·,1.5%
Cn1c(=O)c2c(nc(Br)n2Cc2c(F)cccc2Cl)n(C)c1=O,·,1.6%
Brc1cccc(/C=N/Nc2nc(N3CCCCC3)nc(N3CCCCC3)n2)c1,·,1.7%

# More compounds.
SMILES,TGFb inhibitor,MmCpn inh
N#CCCN(Cc1cccnc1)C(=S)NC(=O)C1CC1,·,-3.6%
Cc1ccc(-n2c(SC3CCOC3=O)nc3ccccc3c2=O)cc1 (stereo unspecified),·,2.5%
CCN(CC)S(=O)(=O)c1ccc(OC)c(NC(=O)C(Cc2ccccc2)N2C(=O)c3ccccc3C2=O)c1 (stereo unspecified),·,1.7%
FC(F)(F)c1ccccc1C1C2=C(Nc3ncnn31)c1ccccc1CCC2 (stereo unspecified),·,-0.8%
COc1ccc(/C=N/NC(=O)c2cccnc2)cc1Cn1nc([N+](=O)[O-])c(Br)c1C,·,2.2%
CC(=O)c1cc2c(cc1NC(=O)CSc1nc3ccccc3[nH]1)OCO2,·,-1.7%
COc1cc(/C=C2\C=Cc3ccccc32)ccc1N(C)C,-9.7%,·
Nc1ccc(/C=C/c2ccnc3ccccc23)cc1,-5.3%,·
Cc1ccc(CN2[C@H](C)[C@H](c3ccccc3)OCCS2(=O)=O)cc1,-23.9%,·
C=C(Br)COC(c1ccco1)[C@H](Cc1ccccc1)NC(=O)OC(C)(C)C (stereo partly specified),?,·
c1coc(CNc2ncnc3c2nc2n3CCCC2)c1,-28.1%,·
C[C@@H]1[C@H](c2ccccc2)OCCS(=O)(=O)N1Cc1ccc(Cl)cc1,?,·
OC(CN1CCCCC1)c1ccccc1 (stereo unspecified),-27.1%,·
CCc1cccc(NC(=O)COC(=O)c2ccccc2OCc2ccccc2Br)c1,?,·
CNc1ccc(/C=C/c2ccccc2)cc1,-23.9%,·
Nc1cc([N+](=O)[O-])cc(N)c1N,-3.6%,·
COc1ccc(OC)c(/C=C/c2nc3ccccc3nc2C)c1,-1.8%,·
CC(=O)N(O)c1ccc(/C=C2\C=Cc3ccccc32)cc1,0.8%,·
CCn1c(SC(C)C(=O)NCc2ccco2)nnc1-c1ccccc1 (stereo unspecified),13.2%,·
O=C(C[n+]1c(Cl)ccc2ccccc21)c1ccc2ccccc2c1,28.4%,·
CN(C)c1ccc(CCc2ccnc3ccccc23)cc1,0.4%,·
O=C1[C@H](Cc2ccccc2)NC/C=C\C[C@H](c2ccco2)N1Cc1ccccc1,-7.6%,·
COc1ccccc1NC(C)C(=O)c1c(C)[nH]c2ccccc12 (stereo unspecified),-21.4%,·
NC1(C(=O)O)CCCC1,-5.8%,·
COc1cc(-c2noc(C)c2C#CCCN2C(=O)c3ccccc3C2=O)cc(OC)c1OC,-3.9%,·
Cc1ccc2oc(-c3ccc(C)c(NC(=O)COc4ccc(Cl)cc4)c3)nc2c1,5.4%,·
